# RSV antiviral HEp-2: RSV antiviral activity via CPE protection, HEp-2 cells, primary 10 µM value included (AID 2391) | HEp-2 cells, RSV-induced CPE inhibition; higher % means a stronger effect | CPE inhibition, % at 10 µM; hits with a dose series show IC50 in µM | 310,000 tested, 0.13% active; in the data active = a potency from the dose series; inconclusive = CPE inhibition mostly from about 23% at the one dose, without a potency; inactive = the rest, 99 in 100 with CPE inhibition below about 21%; note: strong numbers were not always called active
# Rac1 GTP hydrolysis: MgcRacGAP GTPase-activating activity inhibitors, confirmation, biochemical, ADP Hunter fluorescence; MgcRacGAP-stimulated Rac1 GTP hydrolysis, ADP Hunter fluorescence; higher % means a stronger effect; GST-tagged Rac1 F28L mutant substrate; one-dose inhibition, % at 30 µM; IC50 in µM for titrated hits; 340,000 tested, 0.6% active; AID 624330;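 active = first-screen hits whose inhibition reached a set limit at any dose in the follow-up dose series; inconclusive = inhibition above the set first-screen limit but never retested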;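 note: fluorescence reports GDP produced by GAP-driven GTP hydrolysis; strong numbers were not always called active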
# West Nile virus CPE: inhibition of WNV-induced cytopathic effect – cell-based, CPE readout (AID 1621); CPE inhibition, % at 10 µM, or IC50 in µM where a hit was titrated; 290,000 tested, 0.02% active; West Nile virus-infected cells, CPE inhibition; higher % means a stronger effect; in the data active = a potency from the dose series; inconclusive = CPE inhibition mostly from about 3.7% at the one dose, without a potency; inactive = the rest, 99 in 100 with CPE inhibition below about 2.2%; note: strong numbers were not always called active
# K1F lysis inhibition: protection from phage-mediated lysis, alamar blue read-out – E. coli UTI89, K1F phage, bacterial capsule biogenesis inhibitors (AID 488966) | E. coli UTI89 K1F phage lysis, alamar blue, 2 h; higher % means a stronger effect | one-dose inhibition, % at 100 µM; IC50 in µM for titrated hits | 340,000 tested, 0.02% active;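 active = phage lysis inhibition, versus mean bacterial control, above a set limit; inconclusive = no clear call, values can overlap the other calls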;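 note: capsule biogenesis inhibitors block K1F phage lysis so surviving cells raise fluorescence; higher fluorescence means more inhibition of phage lysis; actives were called in the ten point dose series up to 300 µM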
# PhoP inhibition: inhibitors of PhoP regulon expression, primary screen, Salmonella Typhimurium, GFP reporter (AID 1863). S. Typhimurium PhoP-regulated promoter GFP reporter, 4 h; higher % means a stronger effect. one-dose inhibition, % at 50 µM; IC50 in µM for titrated hits. 300,000 tested, 0.16% active;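 active = inhibition over 29.93%, a cutoff 3 SD above the screen mean, later confirmed by dose response; inconclusive = inhibition over 29.93% but no dose response follow-up; inactive = inhibition at most 29.93% or unconfirmed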;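 note: 0% = low Mg2+ inducing control and 100% = high Mg2+ repressing control; strong numbers were not always called active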
# T cell modulator: T cell immune modulation candidate | 2C CD8+ T cell-vesicle binding, flow cytometry; hits give low values | calls only at 7 µM | 330,000 tested, 0.068% active | AID 2052;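 active = response, share of CD8 T cells binding vesicles, and their 90th percentile fluorescence all below set limits, cut at about 80% in these data, passing the limit was not always enough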
#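 Material: murine 2C transgenic CD8+ T lymphocytes / Also added: QL9-peptide-loaded Drosophila micro-vesicles bearing Ld, ICAM-1 and B7-1 / Schedule: binding step 1.5 h, 37 °C, antibody labelling 20 min, ice / Signal: flow cytometry, PE anti-B7-1 (FL2) versus Alexa647 anti-CD8 (FL8), PFA-fixed / Evaluation: percent CD8+ FL2 mean versus row control / Benchmarks: naked versus QL9-loaded vesicles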
# NTR1 ag: NTR1-driven beta-arrestin-GFP spot formation – imaging, U2OS cells, high content, primary screen (AID 493036) | P30989 | agonist mode | activation, % at 20 µM | 330,000 tested, 0.17% active;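 active = activation at or above 40% of the spot to cytoplasm intensity ratio, with at least 20 cells analyzed; inconclusive = wells under 20 cells, flagged as cytotoxic or low count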;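 note: 0% = DMSO without peptide and 100% = 100 nM NTR1 peptide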
# Target sequence (P30989 whole entry, looked up): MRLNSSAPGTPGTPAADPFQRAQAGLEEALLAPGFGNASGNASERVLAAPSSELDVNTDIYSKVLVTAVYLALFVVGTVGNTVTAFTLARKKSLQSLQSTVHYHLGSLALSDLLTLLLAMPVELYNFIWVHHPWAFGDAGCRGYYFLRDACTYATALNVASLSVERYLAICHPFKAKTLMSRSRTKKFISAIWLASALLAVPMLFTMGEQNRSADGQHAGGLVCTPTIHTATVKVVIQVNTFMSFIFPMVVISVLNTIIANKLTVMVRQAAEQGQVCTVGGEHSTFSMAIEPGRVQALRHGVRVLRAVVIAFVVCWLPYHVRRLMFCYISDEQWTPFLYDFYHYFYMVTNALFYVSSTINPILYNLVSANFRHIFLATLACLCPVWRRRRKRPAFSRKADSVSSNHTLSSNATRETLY
# Dengue-2 NS5 capping: Dengue-2 NS5 methyltransferase inhibitors, primary screen, biochemical, confirmation dose response (AID 588689); 340,000 tested, 0.3% active; inhibition, % at 25 µM, or IC50 in µM where a hit was titrated; Dengue-2 NS5 methyltransferase capping enzyme assay, biochemical; higher % means a stronger effect; in the data active = a potency from the dose series; inconclusive = inhibition above about 29% without an active follow-up result
# Large T inhibition: TAg ATPase/helicase activity blockers – biochemical (AID 1903); SV40 large T antigen ATPase/helicase inhibition assay; higher % means a stronger effect; one-dose inhibition, % at 20 µM; IC50 in µM for titrated hits; 310,000 tested, 0.39% active; in the data active = a potency from the dose series; inconclusive = inhibition mostly from about 32% at the one dose, without a potency; inactive = the rest, 99 in 100 with inhibition below about 32%; note: strong numbers were not always called active
# T cell modulator vesicle-bound %: recorded beside T cell modulator, whose call it bears; double positive events, %; measured here: CD8+ vesicle-bound cell fraction;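 binding gate set so that unloaded-vesicle control wells show 10% double positive cells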
# NTR1 ag cell count 20 µM: second read-out of NTR1 ag, no call of its own (marks repeat the call); cell count; measured here: cell count, cytotoxicity flag
# The depositor's hits bear a star; i = inactive; ? = inconclusive; · = not tested or not shown; [ ] = another dose, or the depositor's remark.
SMILES,RSV antiviral HEp-2,Rac1 GTP hydrolysis,West Nile virus CPE,K1F lysis inhibition,PhoP inhibition,T cell modulator,T cell modulator vesicle-bound %,NTR1 ag,NTR1 ag cell count 20 µM,Dengue-2 NS5 capping,Large T inhibition
COc1ccc(Nc2cc(Sc3ccc(OC)cc3)ncn2)cc1,2.6%,·,-0.1%,0.1%,0.1%,i,27.0,0.7,49,-6.5%,2.7%
CCCCCC(=O)O/N=C(\C)c1ccn(S(=O)(=O)c2ccccc2)c1,4.9%,3.9%,0.3%,-0.1%,1.5%,i,58.6,-0.8,89,0.7%,10.0%
Cn1nccc1/C=C(/C#N)S(=O)(=O)c1ccccc1,1.4%,8.9%,1.5%,0.6%,0.1%,i,21.0,-1.6,98,0.0%,7.0%
Cn1c(SCC(=O)Nc2sccc2C#N)nnc1C1CC1,·,5.9%,·,0.6%[50 µM],·,i,30.2,1.1,55,0.0%,·
CCCN1CCC(=O)N([C@H](CN=[N+]=[N-])Cc2ccccc2)CC1,-2.0%,11.9%,-0.1%,0.8%,·,i,6.8,-4.5,79,-5.5%,12.1%
CCCCOC(=O)Nc1ccc(S(=O)(=O)Nn2cnnc2)cc1,1.4%,4.2%,0.2%,-0.2%,26.8%,i,45.5,-0.7,52,-1.4%,4.7%
CCCOc1ccc(-c2c(C(=O)N/N=C/c3ccc(OC)cc3)nnn2-c2nonc2N)cc1,2.9%,4.2%,-0.8%,0.6%,1.2%,i,32.0,6.1,50,-4.4%,8.2%
COc1cccc(-c2noc(CCCC(=O)NC3CCCC3)n2)c1,13.4%,4.7%,-1.0%,-0.1%,-6.9%,i,7.3,0.7,80,-7.0%,6.0%
Nc1nc(CN2CCN(c3ccccc3)CC2)nc(Nc2ccc(Cl)cc2)n1,?,6.9%,-0.5%,0.2%,-6.5%,i,54.1,7.3,80,-16.0%,-2.5%
O=C(NCCOc1cccnc1)c1ccc(OC2CCN(Cc3ccccn3)CC2)cc1,-1.7%,9.7%,-0.8%,0.0%,6.1%,i,25.0,0.8,59,-5.3%,10.3%
CCn1c(Cc2ccccc2)nnc1SCC(=O)OC(C)C,1.0%,-8.8%,-0.2%,-1.9%,1.9%,i,5.6,-1.2,76,-6.8%,-6.8%
CCOC(=O)c1[nH]c2cc(OC)c(OC)cc2c1N,1.6%,35µM*,0.1%,1.0%,-4.3%,i,14.8,1.0,74,7.6%,21.4%
COc1cc(C(=O)NNC(=O)C2CCC2)cc(OC)c1OC,1.2%,-0.7%,·,0.3%[50 µM],·,i,31.2,-0.6,65,1.5%,·
NC(=O)c1nc[nH]c1C(=O)Nc1cccc(C(F)(F)F)c1,9.1%,14.4%,·,0.5%,·,i,33.0,3.8,70,-0.3%,·
Cn1cc(S(=O)(=O)N2CCC(C(N)=O)CC2)c(=O)n(C)c1=O,0.2%,3.0%,0.2%,0.6%,0.6%,i,14.5,1.3,78,-2.1%,4.0%
CCOCCCNC(=O)/C(C#N)=C/c1ccccc1F,2.7%,-5.2%,0.3%,0.3%,-4.1%,i,30.6,0.4,60,-5.2%,18.0%
O=C(N=C1SC2CS(=O)(=O)CC2N1c1cccc(F)c1)C1CC1 (stereo not given),0.7%,11.0%,0.0%,0.3%,-2.9%,i,23.9,-0.2,60,-10.9%,-5.7%
COc1cccc(CN(C)C(=O)c2ccc(N3CCCC3)c([N+](=O)[O-])c2)c1,2.1%,4.8%,-1.1%,0.0%,-0.4%,i,55.1,2.8,63,3.9%,-5.2%
O=C(OCc1ccccc1)c1cnc(Cl)c(Cl)c1,0.5%,3.4%,-0.5%,0.0%,-2.0%,i,32.4,0.4,32,-1.6%,2.9%
Cc1ccc(C(=O)N/N=C2\CCCc3ccccc32)c(C)c1,1.5%,2.3%,-0.5%,-0.6%,-4.8%,i,28.7,1.5,29,-0.8%,8.5%
O=C(c1ccccc1)c1nn(-c2ccc(Cl)cc2)c(=O)cc1C(F)(F)F,-1.7%,28.1%,-0.1%,0.4%,-7.9%,i,44.7,2.5,58,-7.6%,5.6%
c1ccc(-c2noc(-c3ccno3)n2)nc1,2.2%,-10.9%,0.1%,-2.1%,-6.6%,i,29.5,0.0,39,6.2%,14.7%
O=C(CN1CCN(C(C(=O)Nc2ccc(F)cc2)c2ccccc2)CC1)NC1CC1 (stereo not given),0.9%,3.5%,·,0.5%[50 µM],·,i,22.2,1.0,52,-5.2%,·
N=C1C(c2nc3ccccc3[nH]2)=C(O)CN1NC(=O)COc1cccc(F)c1,4.8%,·,-0.7%,·,10.8%,i,31.2,-0.4,44,·,4.8%
C=CCn1c(-c2ccccc2OCC)n[nH]c1=S,3.1%,2.8%,0.1%,0.0%,5.0%,i,12.5,-0.6,54,-6.0%,3.1%
CCCCC(=O)Nc1ccc(C)c(S(=O)(=O)N2CCCCCC2)c1,1.8%,1.6%,·,0.1%[50 µM],·,i,40.1,-0.7,65,-1.5%,·
CSc1ccc(NC(=O)Nc2cc(C)ccn2)cc1,7.0%,11.4%,-0.1%,0.4%,-8.2%,i,58.9,3.6,67,-2.0%,12.4%
CC(C)n1c(-c2ccccc2F)n[nH]c1=S,0.3%,6.8%,0.1%,3.8%,-1.2%,i,31.9,0.3,84,-8.0%,7.4%
CN(C)CCCNc1nc(N)c([N+](=O)[O-])c(NCCO)n1,·,1.9%,0.6%,-0.1%,-11.6%,i,26.1,0.1,71,2.3%,9.8%
Cc1ccoc1C(=O)Nc1cccc(Oc2ccccc2)c1,12.4%,3.9%,0.1%,0.6%,-3.3%,i,35.1,1.8,56,1.4%,10.9%
CN(C)C(=O)CNc1n[nH]c(=S)[nH]c1=O,1.1%,-5.1%,-0.1%,0.1%,-7.7%,i,35.1,3.4,58,-2.4%,-0.1%
C=CCn1c(N2CCCCCC2)nc2c1c(=O)[nH]c(=O)n2C,0.9%,2.2%,0.0%,1.5%,6.1%,i,6.6,0.4,46,-2.0%,3.6%
CNS(=O)(=O)c1cc(-c2nnc(Nc3ccc(NC(C)=O)cc3)c3ccccc23)ccc1C,7.0%,8.7%,1.0%,0.0%,0.2%,i,47.5,1.1,69,-3.9%,0.8%
CCCCN(C(=O)CSc1n[nH]c(-c2ccc(C)cc2)n1)c1c(N)n(CCCC)c(=O)[nH]c1=O,-1.5%,3.6%,·,-1.4%,1.1%,i,47.8,0.8,49,-6.7%,16.8%
O=C(NCc1ccco1)/C(=C\c1ccco1)NC(=O)c1ccccc1Cl,-0.1%,8.1%,-0.5%,0.4%,1.4%,i,19.2,1.6,45,-6.5%,5.0%
CN(C(=O)c1ccc(COc2ccccc2Br)o1)c1ccccc1,42.7%,3.5%,-2.1%,0.3%,2.7%,i,64.0,3.1,72,-5.3%,24.4%
COc1ccc(N=NC2=C(O)CC(C)(C)CC2=O)cc1,1.7%,0.5%,0.3%,5.2%,2.0%,i,63.4,-1.2,60,0.7%,-0.5%
O=C(NCc1ccncc1)C(=O)Nc1nccs1,-1.0%,10.4%,0.1%,0.1%,-1.5%,i,24.6,-1.7,37,2.3%,3.1%
CCC1(c2ccccc2)NC(=O)N(CC(=O)Nc2ccc(OC)nc2)C1=O (stereo not given),1.4%,1.4%,-0.1%,-0.1%,-17.1%,i,40.9,-0.1,83,?,6.1%
CN(CC(=O)NCCCN1CCOCC1)S(=O)(=O)c1ccc(Br)cc1,0.9%,10.3%,0.1%,0.8%,0.6%,i,45.8,-0.8,41,-4.5%,9.1%
CCCCNC(=O)CSc1nnc(-c2ccco2)n1C,3.0%,5.0%,0.5%,2.1%,7.4%,i,54.8,-2.2,43,6.4%,11.6%
Cc1nc2ccccc2c(=O)n1-c1ccc(F)c(NC(=O)c2cccs2)c1,0.6%,-1.0%,·,0.7%[50 µM],0.6%,i,40.9,2.9,60,-7.2%,10.5%
COc1ccc(S(=O)(=O)N2CCCC(C(=O)NCCC(C)C)C2)cc1 (stereo not given),0.4%,2.4%,-0.8%,2.3%,-14.1%,i,58.1,0.5,25,-1.7%,5.6%
CC(=O)Nc1ccc(S(=O)(=O)NC2=C(N3CCN(c4ccc(F)cc4)CC3)C(=O)c3ccccc3C2=O)cc1,6.0%,10.6%,·,1.2%[50 µM],-0.5%,i,21.5,10.7,68,8.3%,1.2%
CCc1nc(SCC(=O)Nc2nccs2)c2oc3ccccc3c2n1,1.0%,-2.6%,·,-0.2%,-1.5%,i,27.7,0.8,67,9.7%,12.6%
Cc1ccc(-n2nnnc2SCC(=O)NC2CCCc3ccccc32)cc1 (stereo not given),5.1%,0.3%,-1.2%,-0.1%,4.0%,i,43.2,2.3,55,-5.2%,11.7%
COc1ccc(CNC(=S)NC(C)CCc2ccccc2)cc1 (stereo not given),-3.0%,2.2%,-1.2%,0.1%,-1.2%,i,39.1,1.6,64,-1.4%,23.9%
Cn1c(CC(=O)NC(C)(C)CO)c(Sc2ccccc2)c2ccccc21,-0.9%,0.0%,-0.5%,-1.6%,8.0%,i,45.0,1.6,53,2.6%,18.8%
CC12CCC(=O)N1C(C(=O)NCc1ccc(Cl)cc1Cl)CS2 (stereo not given),-1.2%,4.0%,·,0.4%[50 µM],-4.0%,i,40.8,0.7,54,3.6%,20.0%
O=C(CCn1c(=O)oc2ccccc21)N(Cc1ccccc1)c1ccccn1,2.0%,1.8%,-0.8%,1.8%,1.1%,i,16.6,-1.4,38,-3.1%,5.4%
Cc1ccc2nc(SCC(=O)Nc3ccc(Br)cc3)nc(=O)n2c1,-1.3%,4.1%,·,-1.5%,-4.9%,i,13.2,1.3,63,-3.7%,7.5%

# Assay outcomes (PubChem BioAssay)
